TRPC4 potent – TRPC4 (mouse) allosteric potentiation. Q9QUQ5. HEK293 TRPC4beta/mu-opioid, DAMGO EC20, Fluo-4 Ca2+ flux; stronger effect = higher value. actives 0.42% (n = 310,000). AID 2227. B-score at 10 µM;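 active = B-score of calcium response area above 5 SD of library B-scores, with initial fluorescence ratio within 5 SD of library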;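 also: B-score of integrated fluorescence ratio over time as area under calcium response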
Platelet DG rel – modulates dense granule release in human platelets; human platelet-rich plasma, SFLLRN dense granule ATP release, luminescence; inhibition, %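 (compounds screened at 7.5 µM in platelet-rich plasma)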; actives 0.22% (n = 300,000); AID 1663;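 active = mean replicate score, as percent of positive control, at or above 50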
KCNK3 block – human KCNK3 channel inhibition, primary screen; CHO-KCNK3 thallium flux, FluxOR fluorescence; stronger effect = lower value; B-score at 10 µM; actives 0.84% (n = 340,000); AID 602410;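 active = B-score under library mean minus 4 SD, starting fluorescence ratio at most library mean plus 5 SD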;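 also: more negative B-score means stronger inhibition of thallium flux through KCNK3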
KCNQ1 block – human KCNQ1 channel inhibition; CHO-K1 KCNQ1, FluxOR thallium flux fluorescence; stronger effect = higher value; AID 2642; B-score at 10 µM; actives 1.3% (n = 310,000); P51787;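 active = compounds whose thallium flux B-score, printed positive for inhibition, exceeds three library SD while starting fluorescence stays within three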;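 also: channel opened by potassium depolarization with thallium stimulus after 20 min compound exposure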
Target sequence (P51787 whole entry, looked up): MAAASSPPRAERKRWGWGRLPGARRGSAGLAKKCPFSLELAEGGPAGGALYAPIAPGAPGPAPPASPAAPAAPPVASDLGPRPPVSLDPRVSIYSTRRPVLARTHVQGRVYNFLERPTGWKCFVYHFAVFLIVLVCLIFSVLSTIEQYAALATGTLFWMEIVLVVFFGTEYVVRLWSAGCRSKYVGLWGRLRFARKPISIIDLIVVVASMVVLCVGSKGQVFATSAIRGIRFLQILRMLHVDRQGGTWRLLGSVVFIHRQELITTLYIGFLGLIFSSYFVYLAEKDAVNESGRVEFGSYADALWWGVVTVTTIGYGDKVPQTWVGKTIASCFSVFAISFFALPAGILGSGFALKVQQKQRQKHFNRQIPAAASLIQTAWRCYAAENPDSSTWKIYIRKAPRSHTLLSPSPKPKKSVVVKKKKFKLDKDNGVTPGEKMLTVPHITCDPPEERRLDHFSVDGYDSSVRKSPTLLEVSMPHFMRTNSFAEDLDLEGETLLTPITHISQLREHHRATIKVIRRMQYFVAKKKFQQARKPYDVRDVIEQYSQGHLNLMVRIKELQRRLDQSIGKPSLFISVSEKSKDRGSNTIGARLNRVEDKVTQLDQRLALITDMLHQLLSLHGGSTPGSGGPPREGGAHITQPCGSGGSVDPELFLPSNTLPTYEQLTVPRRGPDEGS
KCNQ1 act – potentiates or activates the human KCNQ1 potassium channel; P51787; CHO-K1 KCNQ1, thallium flux FluxOR fluorescence; stronger effect = higher value; B-score at 10 µM; actives 0.35% (n = 310,000); AID 2648;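 active = fluorescence ratio B-score, a plate-corrected score, at least three library SD, with initial intensity B-score within 5 SD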
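Test system: CHO-K1 cells stably expressing KCNQ1 / Medium: assay buffer / Also added: depolarizing K+/Tl+ stimulus, K2SO4 and Tl2SO4 each 12.5 mM in 5x stock / Incubation: 90 min dye loading and 20 min compound exposure, both at room temperature / Signal: thallium influx via FluxOR fluorescence, kinetic imaging / Evaluation: B score of baseline-normalized fluorescence ratio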
PolyA inh – inhibitors of polyadenylation in S. cerevisiae. S. cerevisiae SKY197-pL101 polyadenylation reporter, beta-gal luminescence; efflux-impaired pdr1/pdr3 knockout yeast; score 100 = 6 SD above DMSO. calls only at 12 µM. actives 0.02% (n = 300,000);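 active = lowest replicate activity score at least 50, where 100 means six control SD above control mean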;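 also: yeast exposed to compound for 9 h at 30 °C; higher score means more reporter readthrough which indicates perturbed polyadenylation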
TRPC4 block – blocks the mouse TRPC4 cation channel | Q9QUQ5 | HEK293 TRPC4beta/mu-opioid, DAMGO-evoked Fluo4 calcium flux; stronger effect = lower value | B-score at 10 µM | actives 0.39% (n = 300,000) | AID 2247;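 active = B-score over 3 SD under the library average, no early fluorescence shift, positive overall ratio signal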
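Assay system: TRPC4beta/mu-opioid receptor HEK293 cell line; compound dosing: single concentration per test compound; detection: Fluo4 Ca2+ flux fluorescence; evaluation: per-well B score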
KCNK9 inh – human KCNK9 channel inhibition. Q9NPC2. HEK293 KCNK9, FluxOR thallium flux fluorescence; stronger effect = lower value. B-score at 10 µM. actives 1.2% (n = 310,000). AID 488922;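 active = ratio B-score over 3 SD below the library mean, with starting fluorescence within 5 SD of its mean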;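 also: negative B-score means less thallium flux so channel inhibition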
Target sequence (Q9NPC2 whole entry, looked up): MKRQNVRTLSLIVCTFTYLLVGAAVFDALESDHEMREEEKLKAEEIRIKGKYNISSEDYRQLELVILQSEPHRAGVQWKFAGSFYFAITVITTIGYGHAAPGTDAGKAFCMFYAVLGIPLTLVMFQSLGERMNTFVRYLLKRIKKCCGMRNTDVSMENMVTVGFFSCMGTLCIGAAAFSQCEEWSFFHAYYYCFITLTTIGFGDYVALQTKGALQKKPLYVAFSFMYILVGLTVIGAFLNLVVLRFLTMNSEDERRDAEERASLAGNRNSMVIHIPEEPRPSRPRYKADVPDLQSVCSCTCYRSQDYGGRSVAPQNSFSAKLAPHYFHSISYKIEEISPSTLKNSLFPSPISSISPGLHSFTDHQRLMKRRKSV
TRPC4 agonist – TRPC4 (mouse) channel activation; actives 0.49% (n = 310,000); HEK293 TRPC4beta/mu-opioid, Fluo4 calcium fluorescence; stronger effect = higher value; B-score at 10 µM; AID 2237;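 active = B-score above 5 SD of library B-scores, and initial fluorescence ratio not above library mean plus 5 SD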;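 also: positive B-score marks a calcium rise read as TRPC4 activation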
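Incubation: 45 min room-temperature Fluo4 loading, 110 s read / System: HEK293 cells stably co-expressing mouse TRPC4beta and mu-opioid receptor / Signal: Fluo4 fluorescence, kinetic / Control set: buffer (low) and maximal DAMGO (high) / Measure: integrated baseline-normalised fluorescence ratio, converted to per-well B score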
hERG rescue – shields human hERG channel from block by proarrhythmic agents. actives 0.51% (n = 310,000). Q12809. CHO-hERG, FluxOR thallium flux, dofetilide IC70 present. activation (rescue from dofetilide block), less the hit threshold, % at 10 µM. AID 1511;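 active = activation above the mean of controls blocked by dofetilide plus 5 SD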;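 also: thallium influx through hERG after potassium depolarization seen as dye fluorescence rise; in these data hits start at about 4.7%; inactives centre near -7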
DYRK1A inh – blocks rat Dyrk1A kinase activity | ADP-Glo luminescence, NFATc1 peptide | inhibition, % at 12.5 µM | actives 0.43% (n = 310,000) | Q63470; in the data active = inhibition above about 50%;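 also: plate controls were vehicle with enzyme for no effect and no enzyme for full effect; many of its hits are not listed in these tables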
Active calls of the source: *; i = inactive; x = no result given. An excerpt (hit frequency here may not be typical).

SMILES	TRPC4 potent	Platelet DG rel	KCNK3 block	KCNQ1 block	KCNQ1 act	PolyA inh	TRPC4 block	KCNK9 inh	TRPC4 agonist	hERG rescue	DYRK1A inh
CC(=O)c1ccc(N2CCN(S(=O)(=O)c3c(C(=O)N4CCCCC4)c(C)n(C)c3C)CC2)cc1	i	-12	i	i	i	i	i	i	i	-8	0
CCCN(C(=O)c1ccco1)c1nnc(-c2cccc(C)c2)s1	i	1	i	i	i	i	i	i	i	-6	-62
CC1CCN(CCCCOc2ccccc2F)CC1	i	-1	i	i	i	i	i	i	i	-9	2
CCOC(=O)c1cc2sccc2n1CCCN1C(=O)c2ccccc2C1=O	i	-1	i	i	i	i	i	i	i	-1	1
O=C(CC1SC(=Nc2ccc(O)cc2)NC1=O)Nc1ccccc1 (stereo not given)	i	11	i	i	i	i	i	i	i	-13	-2
CN1CCc2c(sc3nc(SCC(=O)N4CCOCC4)n(-c4ccc(Cl)cc4)c(=O)c23)C1	i	7	i	i	i	i	i	i	i	-10	-4
O=C(c1ccc(Cl)cc1)N1CCN(c2ncccn2)CC1	i	1	i	i	i	i	i	i	i	-5	-3
CCSC1=C(C#N)C(c2ccc(C)o2)CC(=O)N1 (stereo not given)	i	-1	i	i	i	i	i	i	i	-5	3
OCC[C@H]1C[C@H](O)[C@@H](O)[C@]2(CCCO2)O1	i	-3	i	i	i	i	i	i	i	-1	3
O=C(NN1C(=O)/C(=C/c2ccc(O)c(O)c2)SC1=S)c1ccccc1	i	3	i	i	i	i	i	i	i	-17	26
Cc1ccc(-n2ncc3c2CCCC3NC(=O)c2csnn2)cc1C (stereo not given)	i	-3	i	i	i	i	i	i	i	19*	6
Cc1noc(C)c1S(=O)(=O)Nc1ccc(C(=O)N2CCC(C)CC2)cc1	i	4	x	i	i	x	i	i	i	-9	x
COc1ccc(-c2nsc(SCC(=O)NCC3CCCO3)n2)cc1 (stereo not given)	i	4	i	i	i	i	i	i	i	-4	4
COC(C(=O)Nc1cccc([N+](=O)[O-])c1)c1ccccc1 (stereo not given)	i	3	i	i	i	i	i	i	i	-9	0
CC1CCCC(NC(=O)CCS(=O)(=O)c2ccc3c(c2)NC(=O)CS3)C1C (stereo not given)	i	3	i	i	i	i	i	i	i	-7	0
c1ccc(C(c2ccccc2)N2CCN(c3nc4ccccc4n4cnnc34)CC2)cc1	i	-86	x	6*	i	i	i	i	i	-8	x
CN(C)c1nc(OCCNC(=O)Nc2ccccc2)nc(N2CCOCC2)n1	i	2	i	i	i	i	i	i	i	-3	-3
C/C(CC(=O)Nc1cccc(Cl)c1Cl)=N\NC(=O)c1ccccc1C	i	3	i	i	i	i	i	i	i	-5	0
CC(C)CCn1nnnc1C(c1ccccc1)N1CCC(C(N)=O)CC1 (stereo not given)	i	9	i	i	i	i	i	i	i	-2	6
Cc1nnc(NC(=O)C(C)Oc2ccc3c(C)cc(=O)oc3c2)s1 (stereo not given)	i	10	i	i	i	i	i	i	i	-10	5
Cn1nc(C(=O)NCc2cccs2)c2ccccc2c1=O	i	8	i	i	i	i	i	i	i	1	1
CCC(=O)Nc1sc2c(c1C#N)CC(C)(CC)OC2 (stereo not given)	i	-1	i	i	i	i	i	i	i	-12	-1
CC(C)(C)C(=O)Nc1nc(NC(=O)C(C)(C)C)nc(-c2ccccc2Cl)n1	i	-5	i	i	i	i	i	i	i	-1	x
Cc1coc(C)c1C(=O)CC1(O)C(=O)N(Cc2ccccc2)c2ccccc21 (stereo not given)	i	-10	i	i	i	i	i	i	i	-16	-2
Cc1cc(C)c(CSc2ncnc3nc[nH]c23)c(C)c1	i	22	i	i	i	i	i	i	i	-11	-4

By substructure: the compounds so far with a halogen.
SMILES	TRPC4 potent	Platelet DG rel	KCNK3 block	KCNQ1 block	KCNQ1 act	PolyA inh	TRPC4 block	KCNK9 inh	TRPC4 agonist	hERG rescue	DYRK1A inh
CC1CCN(CCCCOc2ccccc2F)CC1	i	-1	i	i	i	i	i	i	i	-9	2
CN1CCc2c(sc3nc(SCC(=O)N4CCOCC4)n(-c4ccc(Cl)cc4)c(=O)c23)C1	i	7	i	i	i	i	i	i	i	-10	-4
O=C(c1ccc(Cl)cc1)N1CCN(c2ncccn2)CC1	i	1	i	i	i	i	i	i	i	-5	-3
C/C(CC(=O)Nc1cccc(Cl)c1Cl)=N\NC(=O)c1ccccc1C	i	3	i	i	i	i	i	i	i	-5	0
CC(C)(C)C(=O)Nc1nc(NC(=O)C(C)(C)C)nc(-c2ccccc2Cl)n1	i	-5	i	i	i	i	i	i	i	-1	x

Next entries follow:
SMILES	TRPC4 potent	Platelet DG rel	KCNK3 block	KCNQ1 block	KCNQ1 act	PolyA inh	TRPC4 block	KCNK9 inh	TRPC4 agonist	hERG rescue	DYRK1A inh
O=C(O)c1ccc(NS(=O)(=O)/C=C/c2ccccc2)cc1	i	-5	i	i	i	i	i	i	i	-3	5
Nc1nnc(SCC(=O)c2ccc3c(c2)NC(=O)CO3)s1	i	-2	i	i	i	i	i	i	i	-7	-3
COc1ccc(-c2nc(N)ncc2-c2csc(C)n2)c(O)c1OC	i	-9	i	i	i	i	i	i	i	-10	3
CN(Cc1ccccc1)c1ccc(N2C(=O)CCCC2=O)cc1[N+](=O)[O-]	i	2	i	i	i	i	i	i	i	-2	-4
CN(Cc1cccc(F)c1)C(=O)CNS(=O)(=O)c1ccc2ccccc2c1	i	11	i	i	i	i	i	i	i	-2	-1
C[C@H]1CC[C@]2(O[C@@H](CCO)C[C@@H](O)[C@@H]2O)O1	i	0	i	i	i	i	i	i	i	-2	x
COc1ccccc1OCCn1c(=O)oc2ccc(C)cc21	i	18	i	i	i	i	i	i	i	-10	5
O=S(=O)(NC12CC3CC(CC(C3)C1)C2)c1ccc(F)cc1	i	0	i	i	i	i	i	i	i	-7	7
CC1(CC(=O)N/N=C/c2ccc(-c3ccc(C(=O)O)cc3)o2)OCCO1	i	4	i	i	i	i	i	i	i	-7	0
C=CCn1c(SCc2nc3sc(C(=O)O)c(C)c3c(=O)[nH]2)nnc1-c1ccccc1	i	-3	i	i	i	i	i	i	i	-7	1
CCCOc1ccc(/C=C2\SC(N)=NC2=O)cc1OC	i	1	i	i	i	i	i	i	i	-4	1
CCc1ccc(C)[n+](CC(=O)c2cccs2)c1	i	0	i	i	i	i	i	i	i	-2	5
O=C1CCCC(O)=C1C=Nc1ccc(O)cc1	i	-12	i	i	i	i	i	i	i	-5	9
Cc1cc(C)cc(COc2ccc3c(C)c(CC(=O)O)c(=O)oc3c2C)c1	i	-3	i	i	i	i	i	i	i	-6	6
O=C(Nc1nnc(CCN2CCCCC2)s1)c1ccccc1	i	13	i	i	i	i	i	i	i	-1	x
CCC1CCCCN1S(=O)(=O)c1ccc(NC(=O)C2CCCO2)cc1 (stereo not given)	i	-5	i	i	i	i	i	i	i	-7	0
CCOCCn1c(-c2ccccc2)nc2ccccc21	i	1	i	i	i	i	i	i	i	-9	x
CCCCCCNCc1ccc(Br)cc1	i	-1	-9.7*	i	i	i	i	i	i	-6	13
COC(=O)c1sccc1NC(=O)c1ccc(C#N)cc1	i	2	i	i	i	i	i	i	i	-3	6
O=C(NC1CCSc2ccccc21)c1ccccc1Cl (stereo not given)	i	3	i	i	i	i	i	i	i	-9	0
COc1ccc(NC(=O)c2ccc(NC(=O)C(C)C)cc2)c([N+](=O)[O-])c1	i	1	i	i	i	i	i	i	i	-4	-3
CC(C)NC(=O)C(c1ccc(F)cc1)N(C(=O)CCC(=O)Nc1ccccn1)C1CCCC1 (stereo not given)	i	-6	-13*	i	i	i	i	i	i	-9	3
Cc1noc(C)c1C(=O)NCCc1ccc(S(N)(=O)=O)cc1	i	11	i	i	i	i	i	i	i	-3	x
CN(CCn1ccnc1)Cc1cn(Cc2ccccc2)nc1-c1ccc2c(c1)OCO2	i	-11	i	i	i	i	i	i	i	-9	16
CC1CSc2ccccc2NC1=S (stereo not given)	i	-1	i	i	i	i	i	i	i	-12	x

Remaining list, next part
SMILES	TRPC4 potent	Platelet DG rel	KCNK3 block	KCNQ1 block	KCNQ1 act	PolyA inh	TRPC4 block	KCNK9 inh	TRPC4 agonist	hERG rescue	DYRK1A inh
C=CCn1c(=O)c2ccccc2n2nnc(C(=O)OCC)c12	i	0	i	i	i	i	i	i	i	-8	x
CCOc1ccc(NC(=O)NCc2cccn2C)cc1	i	12	i	i	i	i	i	i	i	-6	6
O=C(NCCCN1CCCC1=O)Nc1ccc(Cl)cc1Cl	i	2	i	i	i	i	i	i	i	-1	-2
O=C1c2ccccc2NC2CCCCCN12 (stereo not given)	i	4	i	i	i	i	i	i	i	-8	5
COc1ccc(Cl)c2sc(N(CCN(C)C)C(=O)CCS(=O)(=O)c3ccc(C)cc3)nc12	23*	-5	i	i	i	i	i	i	i	-18	17
Cc1ccc(NC(=O)COC(=O)c2ccc([N+](=O)[O-])s2)c(C)c1	i	-7	i	i	i	i	i	i	i	-3	-1
COC(=O)c1cc(C#N)c(Oc2ccccc2)nc1C	i	11	i	i	i	i	i	i	i	-8	2
CCCOc1ccc(N2C(=O)CC(NCCNc3ccc(S(=O)(=O)CC)cc3)C2=O)cc1 (stereo not given)	i	5	i	i	i	i	i	i	i	-2	-4
Cc1ccc(S(=O)(=O)NCc2cc(=O)n(C)c(=O)n2C)cc1C	i	3	i	i	i	i	i	i	i	-4	-4
COc1ccc(CN(C)CC(=O)NC(C)c2ccccc2)c(OC)c1 (stereo not given)	i	-1	i	i	i	i	i	i	i	-7	-2
COc1cc2c(cc1OC)CN(C(=O)C1(c3ccccc3)CC1)CC2	i	-3	i	i	i	i	i	i	i	-17	-2
Cc1ccnc(SCCn2c(N3CCN(C)CC3)nc3c2c(=O)n(C)c(=O)n3C)n1	i	1	i	i	i	i	i	i	i	-4	-3
CCc1ccc2[nH]c3nc(C)cc(C)c3c(=O)c2c1	i	-11	i	i	i	i	i	i	i	-1	-1
COCCNC(=O)C(c1ccc(C)cc1)N(Cc1ccco1)C(=O)CCC(=O)Nc1ccccn1 (stereo not given)	i	13	i	i	i	i	i	i	i	-8	-3

Source: PubChem
